NCOA3 inh = inhibits human SRC3 coactivator; HEK293 GAL4-SRC3 luciferase reporter, luminescence; 360,000 tested, 0.17% active; inhibition, % at 3.6 µM; AID 588352; Q9Y6Q9;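 active means inhibition above a per-campaign cutoff, the mean of all compounds plus 3 SD, cut at about 60% in these data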;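 further: 0% = DMSO-treated cells and 100% = gossypol-treated cells at 36 µM; higher means less SRC3-driven luciferase light from the GAL4 reporter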
NR5A2 inv ag = NR5A2 inverse agonism in reporter assay | HEK293T StAR-luciferase reporter, LRH-1 transfected, 24 h | inhibition, % at 3.6 µM | 360,000 tested, 0.13% active | AID 602396;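 active means inhibition above the mean inhibition of all tested compounds plus 3 SD, cut at about 73% in these data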;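 further: 0% = DMSO wells and 100% = reporter-only cells lacking LRH-1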
NCOA1 inh = inhibitors of human steroid receptor coactivator 1 (SRC1); Q15788; HEK293 GAL4-SRC1 luciferase reporter, luminescence; inhibition, % at 3.6 µM; 360,000 tested, 0.12% active; AID 588354;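 active means inhibition above the campaign mean plus 3 SD, with each screening campaign given its own cutoff, cut at about 60% in these data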;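 further: 0% = DMSO treated cells and 100% = gossypol at 36 µM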
LMP1 NFkB inh = Epstein-Barr LMP1 NF-kappaB reporter inhibition; LMP1-induced NF-kappaB luciferase reporter cells, luminescence; inhibition, % at 12.5 µM; 350,000 tested, 0.69% active; AID 504558; in the data active means inhibition above about 41%;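 further: 0% = neutral control wells and 100% = reference inhibitor control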
C8 TRAIL sens = sensitizes caspase-8 expressing cells to TRAIL. 360,000 tested, 1% active. AID 624354. inhibition (viability loss, TRAIL sensitization), % at 10 µM. NB7+C8 cells + TRAIL, ATPlite viability luminescence;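 active means compounds causing at least 50% loss of cell viability in the single-dose screen, relative to plate controls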
SRC2 inh = inhibits human steroid receptor coactivator 2 | AID 651957 | inhibition, % at 9 µM | HEK293 GAL4-SRC2 luciferase reporter, luminescence | 370,000 tested, 0.17% active;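 active means inhibition above the mean inhibition of all tested compounds plus 3 SD, set per campaign, cut at about 52% in these data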;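 further: 0% = DMSO treated cells and 100% = cells given Gossypol at 36 µM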
TWEAK Fn14 block = blocks TWEAK-Fn14 interaction in a reporter cell assay; TWEAK-stimulated Fn14 reporter cells, luciferase luminescence, 8 h; inhibition, % at 10 µM; 360,000 tested, 2% active; AID 1159606; in the data active means inhibition above about 50%
TROY NFkB inh = TROY signaling inhibition. Q293 LMP1-TROYcd NF-kB luciferase reporter, 4 h. inhibition, % at 10 µM. 360,000 tested, 0.98% active. AID 1347056;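 active means compounds whose plate-normalised and pattern-corrected inhibition of the luciferase reporter signal at the single screening dose is 50% or more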
COUP-TFII inh = NR2F2 (human) inhibition, primary screen. 370,000 tested, 0.7% active. HEK293T NGFI-A luciferase reporter, luminescence. P24468. AID 686940. inhibition, % at 8.6 µM;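 active means inhibition above a per-plate cutoff, mean inhibition of test wells between control levels plus 3 SD, cut at about 38% in these data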;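 further: cells cotransfected with COUP-TFII expression vector driving the NGFI-A reporter; 0% = median of COUP-TF2 test wells and 100% = reporter-only cells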
TLR9-MyD88 inh = inhibitors of human TLR9-MyD88 binding | CHO BLA complementation TLR9-MyD88, CCF4 FRET ratio | AID 504734 | inhibition, % at 4.98 µM | 340,000 tested, 0.21% active | Q9NR96+Q99836;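 active means inhibition above the mean over all tested compounds plus 3 SD, cut at about 21% in these data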;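 further: 0% = DMSO only wells and 100% = clavulanate BLA inhibitor control wells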
NOD2-RIPK2 inh = NOD2-RIPK2 protein interaction inhibition | O43353 | CHO BLA complementation NOD2-RIPK2, CCF4 ratio | inhibition, % at 4.98 µM | 360,000 tested, 0.38% active; in the data active means inhibition above about 21%;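 further: 0% = vehicle only and 100% = reference blocker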
* hit, by the source's call; x = not tested or not shown.

SMILES	NCOA3 inh	NR5A2 inv ag	NCOA1 inh	LMP1 NFkB inh	C8 TRAIL sens	SRC2 inh	TWEAK Fn14 block	TROY NFkB inh	COUP-TFII inh	TLR9-MyD88 inh	NOD2-RIPK2 inh
CCN(CC)CCCNC(=O)c1c(O)c2cc(F)cc3c2n(c1=O)C(C)CC3 (configuration not stated)	-22	-11	-12	-8	0	-2	-11	-4	5	-14	-15
CC(=O)OCC(OC(C)=O)C(OC(C)=O)C(OC(C)=O)C(=O)Nc1ccc(C)cc1 (configuration not stated)	7	0	-18	6	-3	9	-4	2	-12	7	-5
C=CCSC1=N/C(=C\c2sccc2C)C(=O)S1	-2	-6	-1	7	-1	-10	19	0	15	0	-14
COc1ccc(S(=O)(=O)N2CCC(C(=O)NCCC3=CCCCC3)CC2)cc1C	9	-22	10	-12	54*	5	1	15	3	-8	-2
O=C(NCc1ccccn1)Nc1ccc(Cl)cc1	12	-10	-30	-11	-15	-27	-2	-24	-8	1	-13
O=Cc1c(NCc2ccc(F)cc2)c2ccccc2[nH]c1=O	-6	6	-12	2	-4	-24	0	-6	9	4	-10
COc1cc(/C=C/c2nc3ccccc3c(=O)[nH]2)cc(Cl)c1O	-13	-3	-9	-11	-1	1	-27	-34	-8	3	-8
N/C(=N\OC(=O)C(c1ccccc1)c1ccccc1)c1ccncc1	-4	-9	-14	-3	-33	15	-15	19	4	1	7
CC(C)N(C)c1ncnc2c1ncn2[C@H]1CN(C2CCCC2)C[C@@H](CO)O1	10	5	-10	x	5	7	2	-13	7	x	11
Cc1onc(-c2c(Cl)cccc2Cl)c1C(N)=S	-2	-15	-8	-9	-1	-14	2	-7	-6	-4	-5
O=C(NCc1ccc(Cl)cc1)c1cc(=O)nc2sc(-c3ccccc3)nn12	-13	25	10	-69	4	-7	-10	-13	22	2	-12
Cc1ccc(CNC(=O)C2CC(c3ccccc3C(F)(F)F)=NO2)o1 (configuration not stated)	-1	9	-4	-3	-7	-1	9	-18	14	-5	11
CCN1C(=O)N(C)C2(c3ccccc3)N(C)C(=O)N(C)C12c1ccccc1 (configuration not stated)	-42	5	-2	5	-18	-4	-2	16	3	5	-5
CCCCn1c(N)c(N(CCC(C)C)C(=O)c2ccccc2C)c(=O)[nH]c1=O	12	-16	16	-1	3	-7	8	-8	-4	5	-5
COc1ccccc1NC(=O)COc1ccc(Br)cc1CO	-19	-59	1	3	25	-12	9	-28	-4	-9	8

Look-ups from the results shown:
COc1ccc(S(=O)(=O)N2CCC(C(=O)NCCC3=CCCCC3)CC2)cc1C – TWEAK Fn14 block = 1
COc1cc(/C=C/c2nc3ccccc3c(=O)[nH]2)cc(Cl)c1O – NR5A2 inv ag = -3
O=C(NCc1ccccn1)Nc1ccc(Cl)cc1 – LMP1 NFkB inh = -11
O=Cc1c(NCc2ccc(F)cc2)c2ccccc2[nH]c1=O – SRC2 inh = -24

Sorted by molar mass (low to high): part of the list above.
SMILES	NCOA3 inh	NR5A2 inv ag	NCOA1 inh	LMP1 NFkB inh	C8 TRAIL sens	SRC2 inh	TWEAK Fn14 block	TROY NFkB inh	COUP-TFII inh	TLR9-MyD88 inh	NOD2-RIPK2 inh
O=C(NCc1ccccn1)Nc1ccc(Cl)cc1	12	-10	-30	-11	-15	-27	-2	-24	-8	1	-13
COc1ccccc1NC(=O)COc1ccc(Br)cc1CO	-19	-59	1	3	25	-12	9	-28	-4	-9	8
CC(C)N(C)c1ncnc2c1ncn2[C@H]1CN(C2CCCC2)C[C@@H](CO)O1	10	5	-10	x	5	7	2	-13	7	x	11

5 entries from above, with values under each structure:
Value order: NCOA3 inh, NR5A2 inv ag, NCOA1 inh, LMP1 NFkB inh, C8 TRAIL sens, SRC2 inh, TWEAK Fn14 block, TROY NFkB inh, COUP-TFII inh, TLR9-MyD88 inh, NOD2-RIPK2 inh
> CCN(CC)CCCNC(=O)c1c(O)c2cc(F)cc3c2n(c1=O)C(C)CC3 (configuration not stated)
  -22, -11, -12, -8, 0, -2, -11, -4, 5, -14, -15
> CC(=O)OCC(OC(C)=O)C(OC(C)=O)C(OC(C)=O)C(=O)Nc1ccc(C)cc1 (configuration not stated)
  7, 0, -18, 6, -3, 9, -4, 2, -12, 7, -5
> C=CCSC1=N/C(=C\c2sccc2C)C(=O)S1
  -2, -6, -1, 7, -1, -10, 19, 0, 15, 0, -14
> COc1ccc(S(=O)(=O)N2CCC(C(=O)NCCC3=CCCCC3)CC2)cc1C
  9, -22, 10, -12, 54*, 5, 1, 15, 3, -8, -2
> O=C(NCc1ccccn1)Nc1ccc(Cl)cc1
  12, -10, -30, -11, -15, -27, -2, -24, -8, 1, -13

(list continues)
SMILES	NCOA3 inh	NR5A2 inv ag	NCOA1 inh	LMP1 NFkB inh	C8 TRAIL sens	SRC2 inh	TWEAK Fn14 block	TROY NFkB inh	COUP-TFII inh	TLR9-MyD88 inh	NOD2-RIPK2 inh
Nc1nonc1C(=O)N/N=C/c1ccc(-c2ccc(Cl)c(C(=O)O)c2)o1	-7	4	-9	-1	-3	-36	5	-18	-21	-1	-7
COc1cccc(OC)c1CNC(=O)CCSCc1ccccc1F	20	5	3	-1	-2	-16	38	-28	-2	-4	-3
O=C(Nc1ccc(OC(F)(F)F)cc1)c1ccc(-n2cncn2)nc1	15	-15	4	3	11	-15	8	7	7	4	0
CCOc1ccc(-n2c(=S)sc3c(=O)[nH]c(SCC(=O)NCc4ccco4)nc32)cc1	16	1	-4	-1	18	3	19	4	-10	-6	3
CC(C)NC(=S)N1CCn2c(nc3ccccc32)C1	10	-12	10	2	-3	0	13	4	6	-9	-9
O=C1OCCN/C1=C\C(=O)c1ccc(Cl)cc1	20	14	16	x	3	-2	21	11	12	x	-5
O=C(Nc1ccc2oc(-c3cccnc3)nc2c1)c1cccnc1	-24	-3	-17	3	9	6	-4	-16	-6	-1	-3
Cc1c(-n2c(SCC(N)=O)nc3ccccc3c2=O)c(=O)n(-c2ccccc2)n1C	6	-8	4	-6	-2	6	25	-4	0	2	-17
Cc1ccc(NC(=O)Cn2nnc3ccccc32)cc1	-45	-90	-50	-46	-11	-83	-27	-41	-64	x	-1
CCCn1c(=N)n(CC(=O)c2ccco2)c2ccccc21	4	-1	-11	-10	-8	-2	-5	10	-1	3	-11
Cc1ccccc1-c1nnc(SCC(=O)N(CC(C)C)c2c(N)n(CC(C)C)c(=O)[nH]c2=O)n1C	15	1	8	-2	-18	-3	3	2	-6	7	-1
COc1cccc(CC(=O)Nc2nc(-c3ccc(OC)c(OC)c3)cs2)c1	-1	14	-19	5	-3	5	8	31	-5	-7	1
COc1ccc(NC(=O)CSCC(=O)N(C)CCOc2ccc(Cl)cc2)cc1	-5	14	3	1	9	8	-13	3	5	1	-2
COc1ccc(C2C(C(=O)Nc3cccc(OC)c3)c3ccccc3C(=O)N2C)cc1 (configuration not stated)	14	-14	-26	8	-1	5	-9	1	5	-4	-1
Cc1ccc(SCCC(=O)NC(C)C)cc1	-1	5	-26	-2	-1	-4	-6	-5	-2	0	5
Cc1ccc2c(c1)NC(C(C)(C)C)CO2 (configuration not stated)	1	6	14	-2	-2	-11	17	-16	-1	9	-10
Cc1ccc(Cl)c(NC(=O)CCl)c1Cl	-9	18	-46	-34	0	16	20	2	-14	-2	5
CC(=O)N(CN1C(=O)CCC1=O)c1cccc(Cl)c1	1	-11	-8	-1	-1	-5	-7	10	-9	6	1
CCCCN(CC)C(=O)CSc1nc2c(sc(=S)n2-c2ccc(OCC)cc2)c(=O)[nH]1	7	6	9	4	-1	2	-3	20	-5	-3	-2
CCOc1ccc(-c2nc(CSCC(=O)NCC3CCCO3)c(C)o2)cc1 (configuration not stated)	-4	6	-5	1	-3	-9	-7	-18	-3	-6	-10
O=C(Nc1ccn(Cc2c(F)c(F)c(F)c(F)c2F)n1)c1ccc(COc2ccccc2Cl)cc1	15	9	25	12	-1	14	35	17	1	0	-4
CSc1ccccc1-n1nnnc1SCC(=O)NCc1cccs1	-10	5	8	-11	-9	9	3	-11	-21	-10	9
COc1ccc(/C=N/NC(=O)c2ccc(COc3ccccc3Cl)o2)c(OC)c1C	22	14	20	2	15	-4	-44	9	6	7	4
C(=N\n1cncn1)/c1ccc(N2CCOCC2)cc1	32	5	-4	-3	5	15	4	-13	1	-3	0
CNC(=O)CSc1nc2cc(S(=O)(=O)Nc3ccccc3OC)ccc2o1	4	3	-24	0	-20	-3	39	15	-2	-11	-3
Cc1ccc2c(c1)C(c1ccccc1)N(C(=O)c1ccc3c(c1)OCO3)CC(=O)N2 (configuration not stated)	12	5	-7	0	5	-13	16	-2	4	-10	-13
C/C(=N\NC(=O)c1ccccc1F)c1ccc2c(c1)Nc1ccccc1S2	-31	-124	-72	-41	26	-58	-4	-35	-70	0	6
Cc1cc(C(=O)Nc2ccc3c(c2)OCCO3)c2ccccc2n1	16	-10	-4	10	-13	5	43	41	1	5	5
O=Nc1c(-c2c(O)[nH]c3cc(Br)ccc23)[nH]c2ccccc12	-42	-67	-59	-59	84*	26	91*	69*	-1	17	4
Cc1ccc(S(=O)(=O)N(C)CC(=O)Oc2ccc(-c3nnco3)cc2)cc1	-1	7	11	2	2	2	2	10	-2	1	-3

These rows are one share of the data; rates above refer to the full screens.
